Screening results (PubChem BioAssay)
PKA-R1A act – activators of PKA-R1A complex; P00514+P68181; PKA-R1A dissociation, Cy5-IP20 fluorescence polarization; scaled: DMSO 0%, 113 µM cGMP 100%; activation, % at 11.4 µM; 0.083% of 340,000 active; AID 504707;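 active = percent activation above the mean of all tested compounds plus 3 SD, cut at about 19% in these data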;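 note: higher means more PKAc released from R1A so a rise in polarization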
PfHsp90 yeast 2 – reduces growth (ATP signal) of yeast expressing P. falciparum Hsp90 | S. cerevisiae expressing PfHsp90, BacTiter-Glo ATP, 48 h; yeast lacking PDR1 and PDR3 efflux regulators | inhibition, % at 9.4 µM | 0.32% of 310,000 active | AID 504621;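 active = every replicate shows inhibition above about 80%, whatever the replicate mean, limit read from the data; inconclusive = mean inhibition reaches the set limit but some replicate falls short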;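 note: 0% = DMSO neutral controls and 100% = 20 µM radicicol positive controls; yeast relying on Plasmodium falciparum Hsp90 in place of its own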
Arrestin-AP2 inh – blocks beta-arrestin peptide binding to AP2 adaptin; 0.31% of 340,000 active; inhibition, % at 10 µM; FITC-arrestin peptide / GST-AP2 beads, flow cytometry; AP2 beta2 appendage carries R879A mutation;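 active = inhibition above a set limit, near 3 SD of compounds lacking own fluorescence, cut at about 54% in these data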;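 note: plate controls were DMSO wells for no effect and 5 µM unlabelled arrestin peptide for full effect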
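System: GST-AP2 R879A glutathione beads; medium: PBS, Tween 20 0.05%, BSA 0.1%; reagent: fluorescein-tagged arrestin peptide at 50 nM final; schedule: pre-incubation 12 min, peptide binding 1 h, room temperature; detection: flow cytometry, FL1 (488/535 nm); read-out: inhibition as reduced fluorescein signal on beads, percent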
OPRM1-OPRD1 inv – mu-delta opioid heterodimer inverse agonism. P35372+P41143. cell-based MOR-DOR heterodimer luminescence. 0.21% of 340,000 active. inhibition, % at 9.3 µM; in the data active = inhibition above about 22%, passing the limit was not always enough;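 note: 0% = cells with DMSO and 100% = wells without cells with DMSO; values of inactives mirror those of a sister screen read the other way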
Target sequence (P35372 whole entry, looked up): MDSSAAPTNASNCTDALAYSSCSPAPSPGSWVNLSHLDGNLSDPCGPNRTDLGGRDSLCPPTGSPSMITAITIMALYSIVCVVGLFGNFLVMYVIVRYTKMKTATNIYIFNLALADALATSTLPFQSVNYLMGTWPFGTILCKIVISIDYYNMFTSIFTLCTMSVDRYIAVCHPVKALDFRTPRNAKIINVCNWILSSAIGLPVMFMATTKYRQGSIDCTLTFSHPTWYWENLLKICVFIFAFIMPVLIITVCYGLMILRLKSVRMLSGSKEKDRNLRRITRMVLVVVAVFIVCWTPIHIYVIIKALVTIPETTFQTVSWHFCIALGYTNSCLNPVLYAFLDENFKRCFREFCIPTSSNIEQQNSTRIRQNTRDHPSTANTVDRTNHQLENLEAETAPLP
Target sequence (P41143 whole entry, looked up): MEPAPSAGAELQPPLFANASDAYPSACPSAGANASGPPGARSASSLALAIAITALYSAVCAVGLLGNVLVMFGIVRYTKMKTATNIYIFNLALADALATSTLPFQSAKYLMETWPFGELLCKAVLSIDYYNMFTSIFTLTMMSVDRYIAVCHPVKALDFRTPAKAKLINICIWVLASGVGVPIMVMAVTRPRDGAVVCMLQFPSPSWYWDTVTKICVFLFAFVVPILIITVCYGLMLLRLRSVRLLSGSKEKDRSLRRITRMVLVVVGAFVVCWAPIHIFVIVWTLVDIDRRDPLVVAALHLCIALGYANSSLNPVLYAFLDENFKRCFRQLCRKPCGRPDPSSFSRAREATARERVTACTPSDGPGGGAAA
phage Ecoli inh – E. coli growth loss with phage present; growth absorbance; inhibition, % at 11.9 µM; 0.26% of 360,000 active; AID 651602; in the data active = inhibition above about 11%
DSG3 Ab inh – blocks pemphigus antibody binding to human desmoglein-3 | P32926 | binding (percent of control), % at 10 µM | AID 588358 | 0.48% of 310,000 active | DSG3-coupled beads, scFv-anti-DSG3-GFP binding, flow cytometry; stronger effect = lower value;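 active = binding more than 3 SD below its plate's average and above zero; inconclusive = below that plate limit but binding exactly zero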;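 note: hits lower antibody fragment binding to DSG3; some compounds called inactive have numbers as strong as hits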
Ecoli viability – counter-screen for AddAB inhibitors: E. coli growth inhibition | E. coli V3065 growth, OD600 absorbance, 18 h | inhibition, % at 11.9 µM | 0.27% of 330,000 active;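 active = inhibition above the campaign's mean inhibition across all tested compounds plus 3 SD, cut at about 9.9% in these data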;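 note: uninfected addAB+ strain grown without phage in ampicillin broth; 0% = DMSO wells and 100% = ciprofloxacin 0.95 µg/ml wells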
OPRM1-OPRD1 ag – OPRM1-OPRD1 heterodimerization agonism | cells, luminescence | activation, % at 9.3 µM | 0.3% of 340,000 active | AID 504326; in the data active = activation above about 18%;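 note: 0% = vehicle-treated cells and 100% = reference agonist; values of inactives mirror those of a sister screen read the other way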
SUMO Mot1 rescue – inhibitors of SUMOylation pathway: yeast Mot1-301 growth rescue. S. cerevisiae Mot1-301 growth rescue, ATP luminescence, 38.5C; percent above DMSO median, 100 means doubled. growth rescue, % at 18.8 µM. 1% of 320,000 active;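 active = every valid replicate shows activation above 250% relative to neutral control wells; inactive = the rest, any valid replicate at or below 250%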;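 note: OY570 slx delta 5 strain wells were the positive control but not used for scaling; some compounds called inactive have numbers as strong as hits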
AddAB inh – less growth of phage-infected E. coli with AddAB. inhibition, % at 11.9 µM. E. coli expressing H. pylori AddAB, absorbance growth. AID 435030. 0.29% of 330,000 active; in the data active = inhibition above about 12%;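 note: 0% = vehicle wells of infected cells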
Tat export inh – E. coli Tat transport inhibition. inhibition, % at 10 µM. 0.036% of 340,000 active. E. coli MC4100 TorA-mCherry Tat export, fluorescence. AID 488895;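 active = mean replicate inhibition at least 50% and at least half of replicates individually reaching 50%; inconclusive = only one of the two criteria met; inactive = neither criterion met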;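 note: exported cargo escapes ClpAP degradation while cytoplasmic cargo is degraded and loses fluorescence; 0% = median of neutral control wells and 100% = median of NaSCN control wells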
* hit, by the source's call; i = inactive; ? = inconclusive; · = no result given.

SMILES	PKA-R1A act	PfHsp90 yeast 2	Arrestin-AP2 inh	OPRM1-OPRD1 inv	phage Ecoli inh	DSG3 Ab inh	Ecoli viability	OPRM1-OPRD1 ag	SUMO Mot1 rescue	AddAB inh	Tat export inh
CC(=O)Nc1ccc(N/C=C2/CCCC2=O)cc1	-3	-4	-2	6	3.0	108	-0.3	-1.2	4	-1.2	-2
O=C(CSc1nc(-c2cccs2)cc(C(F)(F)F)n1)Nc1cc(OCC(F)(F)F)cc([N+](=O)[O-])c1	-3	-29	0	0	3.9	98	-1.0	0.0	38	0.2	-12
O=C(Nc1ccc(Cl)cc1)Nc1ccc(N2CCC(C(F)(F)F)CC2)nc1	-17	-3	-11	-6	0.1	103	-1.4	1.2	13	-0.1	-11
O=C(CCN1C(=O)/C(=C\c2ccccc2)SC1=S)N1CCCCC1	10	19	-7	-16	1.1	108	-0.1	2.0	-17	3.4	4
Cc1cc(C(=O)N/N=C/c2cc(Cl)cc([N+](=O)[O-])c2O)n[nH]1	-6	-4	5	20	1.4	100	-0.9	-4.0	6	-0.8	2
Cc1ccc(/C(O)=C/c2nc3cc(C)ccc3oc2=O)cc1	·	·	-1	·	3.1	99	-1.5	·	-2	0.9	·
Cc1occc1C(=O)Nc1cccc(C(=O)NCc2ccccc2)c1	-21	·	10	1	4.0	92	2.8	-0.3	-12	5.7	6
O=C(OCc1nc2ccccc2s1)[C@@H]1CCCN1S(=O)(=O)c1ccccc1F	7	-31	-5	7	0.6	102	0.7	-1.4	-5	2.4	8
O=C(COC(=O)c1ccco1)NCC1CCCCC1	-6	24	3	13	-0.4	112	·	-2.4	·	·	-9
COc1cc2c(cc1OC)-c1nnc(-c3cccs3)n1C1(CCCC1)C2	1	6	-11	15	4.1	·	-2.2	-3.5	6	3.6	-6
CC1CC(=O)C(C2c3ccccc3CCN2C(=O)CCl)C(=O)C1 (centres undefined)	-1	-8	-3	-3	3.8	100	1.4	0.5	-18	2.2	5
Cn1c(N)c(C(=O)COC(=O)c2cccnc2Cl)c(=O)n(C)c1=O	9	-24	11	-2	1.4	101	1.4	0.3	-16	0.8	1
Cc1ccc(NC(=O)c2cc3c(s2)CCCC3)cc1S(=O)(=O)Nc1ccccc1Cl	-6	0	35	-19	1.5	102	0.9	3.7	-17	3.3	2
CC(=O)Nc1ccc(S(=O)(=O)Nc2nc3n(n2)C(c2ccccc2)CC(=O)N3)cc1 (centres undefined)	3	15	-10	11	2.1	114	-1.8	-2.5	0	1.9	7
Cc1ccc2oc(C(=O)N(Cc3ccncc3)CC3CCCO3)c(C)c2c1 (centres undefined)	-11	-10	5	18	1.2	105	0.0	-3.4	-10	1.5	5
CCOc1ccc(C(=O)Nc2ccc(S(=O)(=O)Nc3nccc(C)n3)cc2)cc1OCC	-5	11	32	20	1.4	101	0.0	-4.5	18	-0.6	-12
COc1cc(OC)nc(Oc2ccccc2C(=O)Oc2ccc(C)cc2)n1	5	5	7	-7	1.8	99	1.1	1.3	-10	-0.4	10
Cc1c(S(=O)(=O)Nc2ccc3c(c2)OCCO3)c(=O)n(C)c(=O)n1C	-1	1	-3	6	1.7	85	0.4	-1.0	-4	0.7	-1
O=C(CCc1nnc(-c2ccccc2)o1)NCc1cc(F)ccc1F	7	-3	0	3	2.6	95	1.4	-0.6	-6	-1.1	-1
CN1C(=O)N(C)C2(c3ccccc3)NC(=O)NC12c1ccccc1 (centres undefined)	-21	18	4	10	0.9	106	-2.5	-2.4	9	2.1	?
O=C(Cn1nnc(-c2ccc(S(=O)(=O)N3CCCC3)cc2)n1)Nc1ccccc1-n1cccc1	-4	·	0	3	2.7	97	-2.1	-0.5	6	-2.6	-5
O=C(COC(=O)c1ccc2ccccc2n1)Nc1ccccc1F	-17	-14	-2	15	1.7	·	1.1	-3.8	-5	-0.8	0
Cc1ccc(/C=N/NC(=O)CNC(=O)c2ccc(S(=O)(=O)N(C)C)cc2)cc1	1	12	-8	21	3.0	111	-1.1	-4.5	-8	-2.9	-1
O=C(Cn1ncc2c([nH]c3ccccc32)c1=O)NCCc1ccc(Cl)cc1	1	-11	6	-28	2.1	102	-2.9	5.3	3	4.0	-7
Cc1cc(C)cc(NC(=O)N2CCCC2C(=O)NCc2ccco2)c1 (centres undefined)	-5	30	-2	10	3.7	93	4.1	-1.9	i	6.8	-5

Structures shown so far that contain a furan ring, fused or not, in the order listed:
SMILES	PKA-R1A act	PfHsp90 yeast 2	Arrestin-AP2 inh	OPRM1-OPRD1 inv	phage Ecoli inh	DSG3 Ab inh	Ecoli viability	OPRM1-OPRD1 ag	SUMO Mot1 rescue	AddAB inh	Tat export inh
Cc1occc1C(=O)Nc1cccc(C(=O)NCc2ccccc2)c1	-21	·	10	1	4.0	92	2.8	-0.3	-12	5.7	6
O=C(COC(=O)c1ccco1)NCC1CCCCC1	-6	24	3	13	-0.4	112	·	-2.4	·	·	-9
Cc1ccc2oc(C(=O)N(Cc3ccncc3)CC3CCCO3)c(C)c2c1 (centres undefined)	-11	-10	5	18	1.2	105	0.0	-3.4	-10	1.5	5
Cc1cc(C)cc(NC(=O)N2CCCC2C(=O)NCc2ccco2)c1 (centres undefined)	-5	30	-2	10	3.7	93	4.1	-1.9	i	6.8	-5

Three structures from above, arranged by molecular weight, highest first.
SMILES	PKA-R1A act	PfHsp90 yeast 2	Arrestin-AP2 inh	OPRM1-OPRD1 inv	phage Ecoli inh	DSG3 Ab inh	Ecoli viability	OPRM1-OPRD1 ag	SUMO Mot1 rescue	AddAB inh	Tat export inh
O=C(Cn1ncc2c([nH]c3ccccc32)c1=O)NCCc1ccc(Cl)cc1	1	-11	6	-28	2.1	102	-2.9	5.3	3	4.0	-7
COc1cc2c(cc1OC)-c1nnc(-c3cccs3)n1C1(CCCC1)C2	1	6	-11	15	4.1	·	-2.2	-3.5	6	3.6	-6
Cc1cc(C(=O)N/N=C/c2cc(Cl)cc([N+](=O)[O-])c2O)n[nH]1	-6	-4	5	20	1.4	100	-0.9	-4.0	6	-0.8	2

More structures:
SMILES	PKA-R1A act	PfHsp90 yeast 2	Arrestin-AP2 inh	OPRM1-OPRD1 inv	phage Ecoli inh	DSG3 Ab inh	Ecoli viability	OPRM1-OPRD1 ag	SUMO Mot1 rescue	AddAB inh	Tat export inh
CCn1c2ccccc2c2cc(NC(=O)COC(=O)c3cc(OC)c(OC)cc3OC)ccc21	-6	3	-1	8	4.4	101	-2.9	-1.4	14	-1.4	3
COc1ccc2nc(NC(=O)c3cnccn3)sc2c1	-5	-35	14	2	-2.3	93	-3.6	-0.3	5	-4.2	-12
COc1ccc(-c2sc3ccc(N4CCOCC4)cc3c2C#Cc2ccsc2)cc1	-2	5	·	-7	0.8	102	-1.1	1.2	-15	2.4	6
O=S(=O)(c1ccccc1)N(CC1CO1)c1ccccc1 (centres undefined)	-7	-2	7	14	3.8	103	-0.2	-2.7	·	-0.2	-1
O=C(Cn1cnc2c(cnn2-c2ccc(F)cc2)c1=O)OCc1ccccc1	4	24	22	3	2.7	104	0.8	-0.5	3	-0.5	5
Clc1cnc2nc(SC/C=C/c3ccccc3)[nH]c2c1	·	·	-2	·	2.3	106	2.0	·	5	3.0	·
CN1CCCN(S(=O)(=O)c2ccccc2)CC1	-8	14	9	8	-1.2	101	0.1	-1.4	-2	0.7	6
Cc1cc(OCC(=O)NCC2CCC(C(=O)O)CC2)c2c(C)cc(=O)oc2c1 (centres undefined)	1	-6	20	-1	0.5	100	-2.8	0.3	10	2.7	-5
COc1ccc(N2CCN(c3nc(Nc4ccc(C)c(F)c4)nc(N4CCCC4)n3)CC2)cc1	4	0	-2	20	2.1	114	0.8	-4.2	-2	5.2	-10
Cn1cc([N+](=O)[O-])c(C(=O)Nc2nc(-c3ccc(Cl)cc3)cs2)n1	-6	-17	2	2	1.6	·	0.0	-0.4	6	0.8	8
CCCCCCCCNC(=S)NCCN1CCCCC1	-2	19	11	-16	2.5	117	·	3.0	·	·	22
O=C(C1CCC1)N(CCc1ccccc1)Cc1nc2ccccc2c(=O)[nH]1	-6	27	-2	5	-0.8	101	1.3	-0.9	·	2.1	5
COc1ccc([C@@H]2CC=C(C(=O)O)[C@H](c3ccc(C)cc3)N2S(=O)(=O)c2ccc(C)cc2)cc1OC	-5	19	1	9	-0.9	104	-2.3	-1.9	-3	1.3	-7
COc1cc2c(cc1OC)CN(c1ccc(F)cc1[N+](=O)[O-])CC2	-12	6	8	13	5.0	100	-0.1	-2.7	7	0.8	6
CN(C1CCCCC1)S(=O)(=O)c1ccc(S(=O)(=O)N2CCCC2)cc1	6	6	-6	16	0.4	97	0.6	-2.8	-7	2.7	-8
CC(=O)c1ccc(NC(=O)CSc2ccc3nnc(-c4cccnc4)n3n2)cc1	-2	-16	11	13	3.9	97	1.0	-1.8	171	4.8	2
N#Cc1c(N)nc2c(c1-c1ccc3c(c1)OCO3)CCc1ccccc1-2	-6	-66	35	-20	2.5	100	2.4	3.6	10	4.2	-4
CCOc1ccc2c(c1)sc1nc(C(=O)OC)cc(=O)n12	-7	13	20	19	3.2	·	-0.8	-3.7	-18	-4.0	-5
CC(C)(C)c1ccc(C(=O)Nc2ccc(Oc3cccnc3)nc2)cc1	·	5	43	·	-2.4	92	2.1	·	-2	3.8	-5
CNC(=O)c1ccc(Nc2nnc(-c3ccc(C)c(S(=O)(=O)NCC4CCCO4)c3)c3ccccc23)cc1 (centres undefined)	-4	6	7	8	1.0	129	-2.6	-1.4	19	0.4	8
NC(=O)COc1ccccc1C(=O)O	-5	11	15	9	3.0	83	0.2	-2.0	-19	-1.3	-4
O=C(Cc1c(F)cccc1Cl)NCC1CCCO1 (centres undefined)	0	·	2	-8	1.2	96	-0.9	1.3	22	4.1	15
CC(=O)c1ccc(OCc2cc(C(=O)NC(C)c3cnn(C)c3)no2)cc1 (centres undefined)	2	9	-8	19	-0.1	110	1.3	-5.8	-34	0.9	-6
CCOCC(=O)NCc1ccc2c(c1)cc(C)n2C	-13	5	8	8	2.7	93	-0.3	-1.4	-12	-0.3	1
NC1=C(c2ccc([N+](=O)[O-])cc2)C(=O)CO1	-9	-14	20	-11	2.0	102	2.2	1.6	15	-0.9	-4

Two records picked at random from the list so far, as already listed:
SMILES	PKA-R1A act	PfHsp90 yeast 2	Arrestin-AP2 inh	OPRM1-OPRD1 inv	phage Ecoli inh	DSG3 Ab inh	Ecoli viability	OPRM1-OPRD1 ag	SUMO Mot1 rescue	AddAB inh	Tat export inh
O=C(Cc1c(F)cccc1Cl)NCC1CCCO1 (centres undefined)	0	·	2	-8	1.2	96	-0.9	1.3	22	4.1	15
COc1ccc(N2CCN(c3nc(Nc4ccc(C)c(F)c4)nc(N4CCCC4)n3)CC2)cc1	4	0	-2	20	2.1	114	0.8	-4.2	-2	5.2	-10
